Bioassay records as filed in PubChem.
Hep lipid drop – hepatic lipid droplet formation modulation; 240,000 compounds, 0.4% hits; AID 1656; inhibition, % at 6.5 µM; AML12 mouse hepatocytes, oleate lipid droplets, BODIPY imaging;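 active = lipid droplet intensity inhibited by at least 50%, with more than 500 cells counted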
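System: AML12 hepatocytes (mouse). Probe or stimulus: oleic acid at 100 µM to induce lipid droplet formation. Times: overnight treatment with compound plus oleate. Detection: Image-based BODIPY and DAPI two-channel analysis. Evaluation: percent inhibition of filter-corrected integrated lipid droplet intensity per well.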
Ins promoter up – MIN6 insulin promoter up-regulation. z-score at 5 µM. MIN6 insulin promoter-GFP reporter, high-content imaging; active compounds read high. 190,000 compounds, 0.3% hits;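 active = z-score above 3 at 5 µM with at least 500 cells counted in the well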
Dynein cargo inh – dynein cargo transport inhibition; 3617.4 mouse cells, GR-EGFP nuclear translocation imaging; test concentration mostly 20 µM; stimulated with dexamethasone, 1 µM; active compounds read low; z-score, hits read low; 220,000 compounds, 0.47% hits; AID 1381;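 active = plate z-score of nuclear minus cytoplasmic receptor signal below a set negative limit, without overly bright fluorescence or cell loss, cut at about -3.5 in these data, passing the limit was not always enough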;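 note: z-score of nuclear minus cytoplasmic ring GR-EGFP intensity difference per well; some compounds called inactive have numbers as strong as hits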
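Buffer or medium – tet-free medium with charcoal-stripped serum · Signal – automated 10x imaging of fixed Hoechst-stained cells · Also added – dexamethasone agonist, 1.0 µM final, for 30 min · Incubation – induction 48 h, compound 1 h, agonist 30 min · Read-out – GR-EGFP nuclear translocation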
PhoP inhibition – PhoP-dependent GFP reporter repression – Salmonella Typhimurium, primary screen (AID 1863); S. Typhimurium PhoP-regulated promoter GFP reporter, 4 h; higher % means a stronger effect; inhibition, % at 50 µM; hits with a dose series show IC50 in µM; 300,000 compounds, 0.16% hits;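 active = inhibition over 29.93%, a cutoff 3 SD above the screen mean, later confirmed by dose response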;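 note: 0% = low Mg2+ inducing control and 100% = high Mg2+ repressing control; strong numbers were not always called active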
ER stress rescue – protection against thapsigargin-triggered cell killing – 384-well, CSM14.1, ATP luminescence, primary screen (AID 1222) | CSM14.1 thapsigargin-induced death rescue, ATP luminescence; higher % means a stronger effect | one-dose cellular ATP content (survival), % at 20 µM; EC50 in µM for titrated hits | 190,000 tested, under 10 active;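 active = EC50 below 50 µM in the dose-response confirmation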;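 note: death triggered by thapsigargin at about 15 µM added after 2 h compound pretreatment; cell ATP read after overnight thapsigargin exposure of roughly 18 to 22 hours; normalized against plate controls of thapsigargin alone and 5% DMSO vehicle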
T cell HTS – modulates CD8 T cell binding to vesicles | calls only at 7 µM | 330,000 compounds, 0.068% hits | AID 2052 | 2C CD8+ T cell-vesicle binding, flow cytometry; active compounds read low;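 active = response, share of CD8 T cells binding vesicles, and their 90th percentile fluorescence all below set limits, cut at about 80% in these data, passing the limit was not always enough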
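Incubation: binding step 1.5 h, 37 °C, antibody labelling 20 min, ice; system: murine 2C transgenic CD8+ T lymphocytes; technique: cytometric PE anti-B7-1 and Alexa647 anti-CD8 signals after 1% paraformaldehyde fixation; also added: QL9-charged Drosophila Ld/ICAM-1/B7-1 vesicles; control set: naked versus QL9-loaded vesicles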
bCat nuc transl – beta-catenin nuclear translocation modulation. 190,000 compounds, 0.3% hits. HeLa beta-catenin nuclear translocation, immunofluorescence imaging. nuclear translocation activity, % at 5 µM;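 active = nuclear translocation activity above 50% at 5 µM, with a well cell count of 50 or more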;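 note: per-cell ratio of nuclear to cytoplasmic median beta-catenin stain intensity; plate controls were DMSO negative control for no effect and GSK-3 inhibitor IX positive control for full effect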
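Technique: fluorescence imaging of beta-catenin antibody stain plus DAPI / Material: human HeLa cell line / Incubation: compound treatment 24 h, 37°C, 5% CO2 / Read-out basis: % activation of per-cell nuclear versus cytoplasmic median beta-catenin signal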
Autophagy mod – modulators of autophagy | MEF GFP-LC3 puncta imaging; test concentration mostly 10 µM | calls only at 10 µM (by protocol) | 190,000 compounds, 0.98% hits;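 active = percentage of spot-positive cells more than 3 SD above its plate mean, without a fluorescence outlier flag or 80% toxicity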;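 note: spot-positive cell cutoff set from DMSO-treated cells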
MT stabilize HCS – microtubule stabilization, imaging screen; % tubulin-high responders, % at 10 µM; HeLa tubulin immunostaining HCS, 24 h; share of cells brighter than vehicle mean+2SD; AID 2205; 200,000 compounds, 0.83% hits;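 active = plate Z-score above 3 for both tubulin-high and condensed-nucleus cell shares, with cell loss under 80%, at 10 µM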;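 note: anti alpha tubulin signal scored within the nucleus-defined area of each cell; some results filed as inactive read as strong as hits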
Dynein cargo inh cytoplasmic EGFP – also measured in Dynein cargo inh; calls as there; z-score; measured here: cytoplasmic GR-EGFP intensity; active compounds read high
Dynein cargo inh nuclear GR-EGFP – also measured in Dynein cargo inh; calls as there; z-score; measured here: nuclear GR-EGFP intensity;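 lower value marks the stronger effect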
Dynein cargo inh cell count – recorded beside Dynein cargo inh, whose call it bears; z-score; measured here: cell count per field
Ins promoter up cell count – also measured in Ins promoter up; calls as there; cell count; measured here: cytotoxicity, nuclei count;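 total cells summed across four imaged fields per well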
Hep lipid drop cells 6.5 µM – also measured in Hep lipid drop; calls as there; cell count; measured here: cell count, cytotoxicity flag;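 cells counted across two imaged fields per well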
bCat nuc transl cell count 5 µM – further read-out of bCat nuc transl, marked with its call; cell count; measured here: cell count, cytotoxicity flag
T cell HTS vesicle-bound % – recorded beside T cell HTS, whose call it bears; double positive events, %; measured here: CD8+ vesicle-bound cell fraction;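 binding gate set so that unloaded-vesicle control wells show 10% double positive cells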
MT stabilize HCS Hoechst-high % – second read-out of MT stabilize HCS, no call of its own (marks repeat the call); % Hoechst-high responders; measured here: nuclear condensation Hoechst responders;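 share of cells brighter than vehicle mean plus two SD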
MT stabilize HCS cytotoxicity % – further read-out of MT stabilize HCS, marked with its call; toxicity, %; measured here: cytotoxicity by cell density;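 0% = mean cell density of plate MIN control wells and 100% = no cells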
Autophagy mod cell loss 18 h – further read-out of Autophagy mod, marked with its call; toxicity, %; measured here: cell loss, nuclei count;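 cell loss after 18 h compound exposure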
Starred values were filed as active, the others as inactive; i = inactive; / = not tested or not shown.

SMILES	Hep lipid drop	Hep lipid drop cells 6.5 µM	Ins promoter up	Ins promoter up cell count	Dynein cargo inh	Dynein cargo inh cytoplasmic EGFP	Dynein cargo inh nuclear GR-EGFP	Dynein cargo inh cell count	PhoP inhibition	ER stress rescue	T cell HTS	T cell HTS vesicle-bound %	bCat nuc transl	bCat nuc transl cell count 5 µM	Autophagy mod	Autophagy mod cell loss 18 h	MT stabilize HCS	MT stabilize HCS Hoechst-high %	MT stabilize HCS cytotoxicity %
COc1cccc(/C=N/NC(=O)c2cc3c(OC)cccc3[nH]2)c1O	0.4	508	-0.77	709	1.63	-0.206	0.476	-0.0618	18.9%	-1.0%	i	36.6	3.5	700	i	17.3	1.5	2.4	0.7
Cc1ccc2cc(CN(Cc3cccs3)Cc3nnnn3C(C)(C)C)c3nnnn3c2c1	13.2	744	-1.06	897	/	/	/	/	/	1.2%	/	/	-5.9	1169	/	/	/	/	/
O=C(O)c1ccc(S(=O)(=O)Nc2cccc(CP(=O)(c3ccccc3)c3ccccc3)c2)cc1	2.5	742	0.15	992	0.288	-0.281	-0.274	1.21	4.1%	/	i	20.2	0.0	1285	/	/	/	/	/
COc1ccc(NC(=O)COC(=O)c2cc(OC)c(OC)c(OC)c2)c([N+](=O)[O-])c1	-1.0	646	-0.92	1040	0.0429	-0.521	-0.0886	-0.315	-3.7%	/	i	3.6	0.3	1236	/	/	/	/	/
CCCC(=O)Nc1nnc(-c2ccccc2)o1	4.2	702	-0.13	1328	0.116	-0.326	0.394	0.0775	-6.8%	0.8%	i	36.3	-2.3	1125	i	-5.4	3.8	1.4	5.3
O=C(Nc1cccc(F)c1)c1cc(S(=O)(=O)N2CCOCC2)cs1	10.1	729	0.55	1557	0.436	0.0586	0.605	0.364	-7.5%	-1.4%	i	49.5	2.2	906	i	1.6	2.9	2.0	10.9
O=C(c1cccnc1)N1CCN(c2c(Cl)cccc2[N+](=O)[O-])CC1	/	/	0.56	1459	-0.0641	-0.174	-0.0976	-0.195	16.1%	0.9%	i	26.6	3.3	1416	i	3.7	1.0	0.9	6.6
Cc1ccc2nc(-c3cccc(NS(C)(=O)=O)c3)cc(-c3ccccc3)c2c1	4.4	686	0	1366	0.053	-0.00692	0.0238	-0.294	0.3%	-2.8%	i	15.1	-0.9	1071	i	36.7	4.9	3.3	7.2
Cc1cc(C(=O)NCCN2C(=O)S/C(=C\c3cccs3)C2=O)ccc1[N+](=O)[O-]	8.4	651	0.28	1312	1.23	0.0253	1.01	-0.922	7.2%	-3.1%	i	38.8	/	/	i	6.8	3.7	2.8	2.6
CCS(=O)(=O)N1CCC(C(=O)N2CCc3ccccc3C2)CC1	/	/	-0.49	1494	-0.5	-0.0198	-0.444	0.591	-15.9%	-1.0%	i	37.7	5.7	1446	i	43.7	5.8	3.0	15.3
CS(=O)(=O)N1CCCC(C(=O)N2CCc3ccccc3C2)C1 (stereo unspecified)	/	/	-0.08	1496	0.449	-0.339	0.538	-0.0797	-6.8%	1.4%	i	57.2	0.9	1417	i	-4.5	3.1	2.4	0.3
CN(C)CCCNC(=O)/C(=C\C=C\c1ccccc1)NC(=O)c1ccc([N+](=O)[O-])cc1	5.8	656	-0.17	1136	-0.206	-0.249	-0.199	0.21	-7.9%	/	i	40.2	-1.3	1289	/	/	/	/	/
COc1cccc(OCC(O)CN2CCC(C)CC2)c1 (stereo unspecified)	/	/	0.12	1099	-0.189	0.275	-0.0167	0.602	17.0%	-1.6%	i	51.5	-5.5	904	i	-3.2	1.4	2.8	7.7
CSc1ccccc1NC(=O)COC(=O)c1ccccc1Cc1ccccc1	-55.6	626	0.21	1279	-0.864	-0.297	-0.804	1.05	-10.0%	-1.9%	i	36.6	-3.3	538	i	-4.6	3.2	4.0	12.1
CC(C)(C)Cc1nnc(NC(=O)Cc2ccc([N+](=O)[O-])cc2)s1	-7.6	637	-0.08	1468	-0.393	-0.314	-0.525	0.587	-9.1%	2.5%	i	50.8	-3.7	1116	i	-3.1	1.2	2.5	10.2
O=P(Cc1ccncc1)(c1ccccc1)c1ccccc1	6.7	839	-0.29	865	-0.298	-0.239	-0.317	0.657	0.3%	0.1%	i	54.4	/	/	i	-5.9	0.7	1.0	0.8
CCOC(=O)c1[nH]c2cc3c(cc2c1NC(=O)CN1CCCCC1C)OCO3 (stereo unspecified)	/	/	0.41	1512	-0.626	-0.153	-0.012	-0.402	-7.1%	7.8%	i	39.7	0.0	1394	i	1.7	3.7	1.8	11.1
CSc1ccc(C(=O)C2CCCN(C(=O)c3ccc4c(c3)no[n+]4[O-])C2)cc1 (stereo unspecified)	4.9	721	0.7	1113	-0.901	-0.208	-0.508	1.22	-7.2%	/	i	31.3	0.8	1276	/	/	/	/	/
Cc1ccc(Nc2nnc(SCC(=O)Nc3cccc(S(=O)(=O)NC4=NCCCCC4)c3)s2)cc1	8.4	601	/	/	-0.497	0.114	-0.427	1.05	-6.5%	-3.0%	i	23.5	1.8	931	i	1.3	3.0	4.0	6.3
CCOC(=O)Cc1csc(NC(=O)CSc2nnc(-n3nc(C)cc3C)c3ccccc23)n1	/	/	-0.74	1049	-0.867	-0.164	-0.295	0.912	-20.1%	1.6%	i	52.3	-1.4	916	i	2.0	2.9	1.9	2.9
O=C(/C=C/c1ccc(S(=O)(=O)N2CCOCC2)cc1)NC(=S)Nc1ccc(Cl)cc1Cl	3.5	559	0.41	1658	-1.4	-0.0882	-0.227	-0.682	-3.1%	0.9%	i	59.0	-2.4	1065	i	27.1	4.9	5.4	2.1
COc1ccc(NC(=O)CCCC(=O)OCC(F)(F)C(F)F)cc1	1.8	728	/	/	1.76	-0.379	0.702	-1.1	/	0.0%	i	32.6	0.7	1146	i	-0.1	4.5	2.0	12.3
Cc1ccc(Oc2ccccc2/C=N/O)cc1	8.6	682	-0.68	1754	0.409	-0.224	-0.204	-0.0441	6.7%	0.1%	i	56.2	0.2	1020	i	-0.3	1.4	1.9	10.0
O=C(NCc1cccnc1)C(=O)Nc1nccs1	12.3	696	0.58	1121	-0.284	-0.355	0.177	0.772	4.9%	-1.1%	i	11.1	3.5	984	i	-3.6	2.1	2.1	6.3
CCOC(=O)C1=C(C)NC(=O)NC1c1ccccc1 (stereo unspecified)	1.8	779	0.62	1340	0.825	-0.227	0.695	0.0933	4.6%	-5.9%	i	22.7	-3.3	559	i	7.7	2.7	1.4	2.3
Cc1[nH]n(-c2ccccc2)c(=O)c1C=Nc1ccc2[nH]c(=O)[nH]c2c1	1.3	688	-0.34	1270	9.75	17	8.9	0.698	-6.9%	-2.2%	i	39.7	1.7	1012	i	14.2	1.1	3.3	5.6
O=S(=O)(/N=C(/Nc1ccccc1)C(F)(F)F)c1ccccc1	10.3	635	/	/	-0.03	-0.318	-0.145	0.178	-1.3%	-3.9%	i	37.8	-1.7	920	i	-0.1	1.9	5.0	5.6
O=C(CSc1ncnc2sc3c(c12)CCCC3)c1ccccc1	-42.8	684	/	/	0.392	-0.203	-0.0777	0.149	-0.5%	-3.7%	i	48.0	8.1	501	i	-4.7	3.8	2.4	6.3
CC(=O)c1c(C)[nH]c(C(=O)Nc2nccs2)c1C	36.7	767	-1.08	1142	0.7	-0.224	1.28	-1.07	-2.6%	-3.2%	i	32.6	10.3	947	i	5.3	25.8	8.0	50.2
CN(CCO)c1cc(Sc2nc3ccccc3s2)c2nonc2c1[N+](=O)[O-]	/	/	/	/	-1.51	0.106	-1.07	0.0891	36.8%	8.2%	i	5.7	/	/	i	-1.9	4.4	1.7	3.7
O=C(N/N=C/c1ccc(Cl)c([N+](=O)[O-])c1)c1cc(-c2ccccc2)nc2ccccc12	25.1	737	/	/	-0.935	-0.285	-0.413	0.744	-5.9%	-0.5%	i	25.8	-3.9	580	i	12.4	69.6	4.6	83.5
Cn1ncc(Br)c1C(=O)N1CCN(C(=O)c2ccco2)CC1	-2.2	640	-0.05	1301	0.255	-0.171	0.26	-0.757	-8.3%	3.4%	i	37.0	-3.4	576	i	-1.9	1.6	2.5	12.5
O=C(NCCSc1ccccc1)c1cccnc1	/	/	1.65	1612	-1.35	-0.328	-0.478	0.401	-13.7%	-3.3%	i	18.2	-0.3	879	i	13.8	3.3	2.0	16.8
Cc1c(C#N)c2ncn(CCCN(C)C)c(=O)c2n1-c1ccccc1	/	/	0.24	1471	0.513	-0.334	0.574	-0.0919	-0.2%	-0.7%	i	61.1	-3.8	945	i	10.7	3.7	1.1	2.7
O=C(CSc1nnc(CNC(=O)c2ccccc2F)o1)c1ccc(Cl)cc1	-3.0	803	-0.93	893	-1.39	-0.142	-0.152	0.693	-2.7%	1.1%	i	31.8	-0.6	1255	i	-5.7	1.9	0.8	2.9
